Pf growth 48h – P. falciparum growth inhibition at 48 hours (one generation); actives 5.9% (n = 310,000); Potency, µM (titrated, usually from 28.7 µM), for inactives: at the top dose activity change, negative = inhibition, usual class: inhibitors; P. falciparum luciferase growth in erythrocytes, 48 h; AID 504832; also: potency is read from the fitted curve at half-maximal effect; % is scaled to controls: 0 for no effect and ±100 for the full control effect
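Read-out is firefly luciferase luminescence from an integrated reporter in P. falciparum, so falling signal marks reduced parasite growth. Infected erythrocytes were at 2% hematocrit and 0.1% parasitemia (final) in Albumax-supplemented RPMI 1640.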
AmpC no deterg – AmpC beta-lactamase inhibition without detergent. P00811. Potency, µM (titrated, usually from 57.1 µM), for inactives: top-dose activity change, negative = inhibition, hits mostly inhibitors. actives 0.52% (n = 330,000). AmpC nitrocefin hydrolysis, absorbance 480 nm, 0.0001% Triton;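 also: potency is read from the fitted curve at half-maximal effect; plate controls were no compound for no effect and no enzyme for full effect; nearly all actives have a fitted effect of over 20% in size; some results filed as inactive show a strong effect at the top dose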
Target sequence (P00811 whole entry, looked up): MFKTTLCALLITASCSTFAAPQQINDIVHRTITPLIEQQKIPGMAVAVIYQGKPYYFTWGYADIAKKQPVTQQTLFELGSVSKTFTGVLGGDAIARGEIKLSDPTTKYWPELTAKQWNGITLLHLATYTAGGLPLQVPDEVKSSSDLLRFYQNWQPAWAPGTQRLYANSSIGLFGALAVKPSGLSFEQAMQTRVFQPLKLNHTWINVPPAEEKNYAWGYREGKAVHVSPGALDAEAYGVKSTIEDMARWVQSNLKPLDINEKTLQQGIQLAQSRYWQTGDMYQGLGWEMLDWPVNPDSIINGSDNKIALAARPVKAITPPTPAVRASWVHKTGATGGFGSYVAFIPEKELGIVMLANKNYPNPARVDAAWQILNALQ
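20 mM phosphate pH 7.0 + 0.01% (detergent screen) or 0.0001% Triton X-100; 5.3 nM AmpC reagent; cpd preinc 15 min RT; nitrocefin (800 uM stock) to start; A480 q20 s × 4 min; Activity was normalised to no-enzyme and no-compound control wells.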
Tb PYK inh – inhibitors of Trypanosoma brucei pyruvate kinase | TbPYK enzyme, Kinase-Glo Plus ATP luminescence, 45 min | Potency, µM (series often up to 76.8 µM), for the others: at the top dose activity, negative = inhibition, usual class: inhibitors | actives 0.12% (n = 410,000) | AID 624173; also: potency is read from the fitted curve at half-maximal effect; % is scaled to controls: 0 for no effect and ±100 for the full control effect; nearly all actives have a fitted effect of over 50% in size
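TbPYK + substrate in 50 mM TEA pH 7.2, 100 mM KCl, 10 mM MgCl2, 0.05% BSA, 0.01% Tween-20; cpd pinned; ADP 130 uM final; 45 min RT; Kinase-Glo Plus 10 min; luminescence endpoint.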
CHX counter – affects cycloheximide protein synthesis inhibition readout, counter-screen; actives 12% (n = 300,000); AID 2314; cell reporter, cycloheximide protein synthesis inhibition counterscreen; max response, %; in the data active = max response mostly above about 13%, no sharp cut-off; inactive = mostly below about 14%; also: read at 38.3 µM for the half of the compounds with a filed dose; 0% is about no effect
LmPK inhibitor – blocks Leishmania mexicana pyruvate kinase activity. Q27686. actives 0.37% (n = 290,000). purified LmPK, Kinase-Glo ATP luminescence, 1 h. Potency, µM (highest dose often 57.5 µM), inactives show top-dose activity change, negative = inhibition, usual class: inhibitors; also: potency is read from the fitted curve at half-maximal effect; % is scaled to controls: 0 for no effect and ±100 for the full control effect
Target sequence (Q27686 whole entry, looked up): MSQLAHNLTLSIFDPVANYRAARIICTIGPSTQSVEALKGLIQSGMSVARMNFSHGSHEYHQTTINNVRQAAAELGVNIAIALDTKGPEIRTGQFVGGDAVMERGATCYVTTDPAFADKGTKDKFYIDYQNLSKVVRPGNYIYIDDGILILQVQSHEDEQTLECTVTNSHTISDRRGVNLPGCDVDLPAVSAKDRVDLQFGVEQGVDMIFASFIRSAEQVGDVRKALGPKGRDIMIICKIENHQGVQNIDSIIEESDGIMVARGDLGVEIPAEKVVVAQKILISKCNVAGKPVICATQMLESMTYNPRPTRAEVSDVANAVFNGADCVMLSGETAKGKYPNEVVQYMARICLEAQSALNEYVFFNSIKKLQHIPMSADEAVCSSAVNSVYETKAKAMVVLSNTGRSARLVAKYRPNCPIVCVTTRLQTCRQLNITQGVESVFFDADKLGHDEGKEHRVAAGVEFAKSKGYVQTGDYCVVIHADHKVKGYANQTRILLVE
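Kinase-Glo luminescence read after 1 h RT reaction of 0.1 nM LmPK with 0.5 mM PEP and 0.1 mM ADP. Activity scaled between uninhibited and enzyme-free controls.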
Shiga toxin inh – Shiga toxin inhibition; Vero cells, Shiga toxin protein synthesis inhibition reporter; actives 9.2% (n = 290,000); inhibition, % at 38.7 µM; AID 2315; in the data active = inhibition mostly above about 28%, no sharp cut-off; inactive = mostly below about 43%; also: 0% is about no effect
Pf growth 96h – P. falciparum growth inhibition at 96 hours. P. falciparum luciferase reporter growth, 96 h. Potency, µM (series often up to 28.7 µM), inactives show top-dose activity change, negative = inhibition, most hits filed as inhibitors. actives 6.9% (n = 320,000). AID 504834; also: potency is read from the fitted curve at half-maximal effect; % is scaled to controls: 0 for no effect and ±100 for the full control effect
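Cell-based qHTS: luciferase-tagged P. falciparum in erythrocytes (2% hematocrit, 0.05% parasitemia final) incubated with compounds for 96 hours, 37 C, 5% CO2; luciferase detection reagent then added and luminescence measured.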
* hit, by the source's call; u = inconclusive; x = no result given; + = active, no number; & = joins results of further samples; [ ] = dose if it differs, or a comment. Unless noted, calls follow the shape of the dose curve; as a rule, active = well fitted curve in the direction sought with a large enough effect; inconclusive = small, poorly fitted or top-dose-only effect, or another doubt; inactive = no such curve, though single readings can be large; an effect the other way counts as inactive or inconclusive.

SMILES	Pf growth 48h	AmpC no deterg	Tb PYK inh	CHX counter	LmPK inhibitor	Shiga toxin inh	Pf growth 96h
CC(C)(C)N(Cc1ccccc1)C(=O)CN1C(=O)c2ccccc2C1=O	23.3%	21.5%	-5.2%	38.3*	0.0%	54.7*	37.1%[activator]
CCCCCCn1c(O)c(/C=N/N2CCCCCC2)c(=O)[nH]c1=O	4.3%	-19.8%	-6.3%	-2.3	1.3%	6.7	u
Cc1nn2c(=O)c3c4c(sc3nc2n1-c1ccccc1)COC(C)(C)C4	-16.1%	44.3%	2.4%	-0.7	-4.6%	11.6	u
COc1ccc(N2CC(C(=O)OCC(=O)c3ccccc3)CC2=O)cc1 (stereo not given)	0.0%	13.5%	5.5%	-3.0	-3.5%	-8.4	51.8%[activator]
COCc1cc(C)n(CC(=O)Nc2ccc(N3CCOCC3)cc2)c(=O)c1C#N	31.6%[activator]	u	-11.8%	x	x	x	u
CC(=O)N1CCN(c2ccccc2NC(=O)COc2cc(C)ccc2C(C)C)CC1	u	282.6%[activator]	2.2%	-2.8	6.2%	-1.8	x
Cc1cccc(C)c1NC(=O)Cn1nc(-c2ccc(Cl)s2)ccc1=O	14.0%	-2.1%	-2.2%	-5.9	-8.5%	-2.4	-9.1%
Cn1nc2sc3ccccc3n2c(=O)c1=O	-7.9%	0.5%	0.6%	2.9	1.2%	-1.9	9.3%
CCCCN(C(=O)C1=CC=CN2CCS(=O)(=O)N=C12)c1ccccc1	u	21.7%	0.0%	x	x	x	-10.4%
CC(C)COc1ccc(C(=O)Nc2ncn[nH]2)cc1	21.0%	4.9%	-5.0%	17.6	-4.9%	17.8	68.9%[activator]
Cc1cc(SCC(=O)NC(=O)c2cccn2C)nc2ccccc12	110.9%[activator]	-43.5%	-13.8%	-2.4	-0.4%	-6.9	0.0%
CCCn1nnc(NC(=O)c2ccc(Br)cc2)n1	200.7%[activator]	-3.1%	3.3%	44.8*	-4.0%	98.8*	96.6%[activator]

Next section, overlapping the part above by 3 compounds.
SMILES	Pf growth 48h	AmpC no deterg	Tb PYK inh	CHX counter	LmPK inhibitor	Shiga toxin inh	Pf growth 96h
CC(C)COc1ccc(C(=O)Nc2ncn[nH]2)cc1	21.0%	4.9%	-5.0%	17.6	-4.9%	17.8	68.9%[activator]
Cc1cc(SCC(=O)NC(=O)c2cccn2C)nc2ccccc12	110.9%[activator]	-43.5%	-13.8%	-2.4	-0.4%	-6.9	0.0%
CCCn1nnc(NC(=O)c2ccc(Br)cc2)n1	200.7%[activator]	-3.1%	3.3%	44.8*	-4.0%	98.8*	96.6%[activator]
COc1ccc2nc3ccccc3nc2c1NC(=O)c1ccc(Br)cc1	46.9%[activator]	-13.4%	3.4%	-4.1	3.0%	24.0	42.1%[activator]
CC(C)(C)NC(=O)/C(=C/c1cccnc1)NC(=O)c1ccco1	9.3%	-13.5%	-1.9%	-1.2	-3.6%	-8.0	32.0%[activator]
CCOc1ccc(C2CC(c3ccccc3)Nc3nc(N)nn32)cc1 (stereo not given)	30.0%[activator]	1.0%	7.2%	-0.5	3.9%	-5.5	-1.4%
CCCCNCc1cc(Br)c(OCc2cccs2)c(OC)c1	u	12.6%	-7.9%	-4.0	2.2%	-16.1	105.9%[activator]
Cc1ccc(/C=N/NC(=O)c2ccoc2C)s1	92.4%[activator]	-29.2%	-13.0%	70.0*	14.1µM*	+	69.8%[activator]
Cc1cccc(/C(N)=N/OC(=O)COc2ccccc2Cl)c1	52.1%[activator]	-8.8%	-8.9%	65.8*	-2.2%	21.3*	u
CCOC(=O)N1CCN(C(=O)CN2C(=O)COc3ccc(C(C)(C)C)cc32)CC1	u	121.3%[activator]	-2.8%	-1.9	1.8%	8.2	2.7%
O=C(CC(=O)Nc1ccc(Br)cc1)Nc1ccc(Br)cc1	31.8%[activator]	-45.2%	-1.4%	-1.6	0.0%	7.1	41.9%[activator]
CCOC(=O)c1sc2ncn(C(CC)C(=O)OC)c(=O)c2c1C (stereo not given)	x	67.6%	1.5%	11.6	6.6%	18.9	13.5%
N#Cc1cnn2c3c(cnc12)C(=O)N1CCc2ccccc2C1C3 (stereo not given)	0.0%	-14.5%	2.0%	-4.2	-5.8%	-3.9	8.3%
O=C(NCc1cccnc1)NC(C(F)(F)F)C(F)(F)F	6.7%	-7.8%	2.8%	-6.3	0.2%	-21.1	5.8%
O=C(N/N=C/c1cc([N+](=O)[O-])ccc1O)c1ccc(COc2ccc3c(c2)CCC3)o1	u	u	3.4%	12.4	2.1%	-11.0	9.28µM*
Cc1cccc(NC(=O)CN(c2ccc(F)cc2)S(C)(=O)=O)c1	u	182.0%[activator]	4.4%	-10.6	-6.7%	-24.3	-10.7%
Cc1ccc(NC(=O)C(c2ccccc2)N2CCN(C(=O)c3ccco3)CC2)cc1Cl (stereo not given)	10.4µM*	20.9%	-6.1%	x	x	x	u
CCOC(=O)c1nc2ccccc2s1	90.3%[activator]	-10.1%	5.6%	26.7*	-19.9%	61.3*	13.2%
Cc1ccc(C)c(-n2c(-c3ccc4c(c3)OCO4)n[nH]c2=S)c1	-5.0%	-33.6%	5.01µM*	2.4	3.98µM*	15.4	u
CCC(c1nnnn1Cc1ccc2c(c1)OCO2)N1CCN(CC)CC1 (stereo not given)	-6.5%	-19.6%	-2.2%	1.1	0.8%	20.0	8.9%
COc1ccccc1NC(=O)C1CC(O)CN1C(=O)Oc1ccccc1 (stereo not given)	29.9%	-11.6%	2.4%	-1.4	-5.2%	25.9	12.0%
Cc1ccc(-c2nc3ncccn3c2Nc2ccc3c(c2)OCO3)o1	-18.1%	-19.4%	-18.1%	19.8*	2.7%	10.5	u
COc1ccc(N2CC(C(=O)N/N=C/c3cc([N+](=O)[O-])ccc3O)CC2=O)cc1 (stereo not given)	u	-35.0%	7.5%	7.6	15.8%	-10.3	0.0%
Cc1nc2ccc(NC(=O)c3cncc(Br)c3)cc2s1	u	-23.9%	-2.1%	31.7*	1.3%	101.7*	u
COC(=O)CC1C(=O)NCCN1C(=O)c1c(F)cccc1F (stereo not given)	0.0%	-2.8%	0.9%	-8.0	11.9%	-13.4	39.0%
O=C(NC1CCC(=O)N(CCOc2ccccc2)CC1)OCc1ccccc1 (stereo not given)	30.9%[activator]	114.7%[activator]	-1.7%	-1.9	1.7%	-7.9	u
CC(C)Cc1nnc(NC(=O)CCC(=O)NCCc2ccc(Cl)cc2)s1	-2.5%	-13.9%	1.3%	-3.3	-1.5%	2.2	28.7%
COc1ccc(C(O)c2nccc3cc(OC)c(OC)cc23)cc1OC (stereo not given)	2.2%	-6.7%	0.9%	12.5	-6.0%	2.5	-0.8%
CCC(=O)NCc1nc2ccccc2n1Cc1ccccc1F	33.4%[activator]	5.2%	-1.8%	-2.7	-0.2%	-10.2	38.0%[activator]
CC(C)CC(=O)NNC(=O)c1ccc(Cl)cc1	7.5%	-11.4%	1.4%	9.6	6.1%	8.7	2.4%
COc1cc2c(cc1OC)C(c1ccc(Cl)cc1)=NCC2	-5.0%	-5.1%	-0.9%	1.0	4.6%	17.3	5.0%
N#CCC(=N)N1CCN(c2ccccc2Cl)CC1	1.0%	0.316µM*	-11.3%	-0.9	2.7%	+	29.4%
CCOC(=O)C1(C)NC(c2cccs2)C2C(=O)N(c3ccccc3)C(=O)C21 (stereo not given)	u	13.0%	0.2%	-8.1	13.6%	-9.8	u
O=C1C2C3C=CC(C3)C2C(=O)N1c1ccccc1OS(=O)(=O)c1ccccc1 (stereo not given)	-3.6%	-10.9%	-5.2%	-2.1	3.3%	-3.9	4.1%
CCOC(=O)c1cc(CC)sc1NC(=O)C1CC(=O)NN1Cc1ccccc1 (stereo not given)	u	173.9%[activator]	6.3%	-2.2	-3.0%	-5.5	-11.7%
CC(C)=CCCC(C)CN1CCC(N2CCC(C(=O)NC(C)C)CC2)CC1 (stereo not given)	5.22µM*	-5.0%	1.3%	-2.9	7.1%	-7.2	u
CN1C(=O)C(=Cc2ccccc2OCCOc2ccc([N+](=O)[O-])cc2)C(=O)N(C)C1=O	3.8%	-24.7%	u	20.6	7.5%	21.5	11.7µM*
N#Cc1c(C(F)(F)F)cc(-c2ccc(Cl)cc2)[nH]c1=O	10.2%	-24.8%	1.9%	10.1	1.3%	-7.1	11.4%
CN1C(=O)NC(c2cccc([N+](=O)[O-])c2)C2=C1CC(C)(C)CC2=O (stereo not given)	4.2%[0.00184 µM]	-8.5%	5.0%	-4.4	-3.4%	0.6	u
COC(=O)c1ccc(CS(=O)(=O)c2ccc(F)cc2)o1	-4.9%	-9.9%	-1.2%	-5.4	6.4%	-4.7	5.22µM*
COc1ccc(C(=O)O)cc1S(=O)(=O)Nc1ccccc1Cc1ccccc1	29.5%	-21.5%	-5.6%	-7.3	2.0%	-15.6	-4.3%
COc1ccccc1NC(=O)Cc1csc(NC(=O)c2ccccc2)n1	11.6%	-29.6%	-5.6%	7.2	1.0%	13.7	-17.6%
O=C(Nc1ccccc1)OCCOc1ccc(Br)cc1	-13.6%	u	6.1%	-2.1	-6.1%	1.6	96.0%[activator]
COc1ccc(CC(=O)Nc2cccc(-c3ccc4nnc(C)n4n3)c2)cc1OC	-20.0%	35.2%	-3.3%	1.2	-2.6%	1.0	u
O=C(COc1ccccc1Cl)NCc1ccco1	27.5%	3.6%	0.3%	22.5*	-1.8%	30.3	x
Cc1cccc(C)c1NS(=O)(=O)c1ccc(-c2cnc(C3CC3)o2)cc1	u	-10.5%	-13.1%	-9.6	-3.7%	-12.4	u
COc1cccc(CNC(=O)CCS(=O)(=O)c2ccc3c(c2)CC(C)N3C(=O)C2CC2)c1 (stereo not given)	3.0%	28.5%	-9.8%&5.7%	-3.7	2.3%	-6.3	-3.3%

One compound at a time, as listed above. Values in the order: Pf growth 48h	AmpC no deterg	Tb PYK inh	CHX counter	LmPK inhibitor	Shiga toxin inh	Pf growth 96h
`COc1ccc2nc3ccccc3nc2c1NC(=O)c1ccc(Br)cc1` across the screens: 46.9%[activator]	-13.4%	3.4%	-4.1	3.0%	24.0	42.1%[activator]
`CN1C(=O)C(=Cc2ccccc2OCCOc2ccc([N+](=O)[O-])cc2)C(=O)N(C)C1=O` across the screens: 3.8%	-24.7%	u	20.6	7.5%	21.5	11.7µM*
`Cc1cccc(C)c1NC(=O)Cn1nc(-c2ccc(Cl)s2)ccc1=O` across the screens: 14.0%	-2.1%	-2.2%	-5.9	-8.5%	-2.4	-9.1%
`CN1C(=O)NC(c2cccc([N+](=O)[O-])c2)C2=C1CC(C)(C)CC2=O` (stereo not given) across the screens: 4.2%[0.00184 µM]	-8.5%	5.0%	-4.4	-3.4%	0.6	u
